CCR6 antag: CCR6 (human) receptor antagonism | P51684 | CHO-K1 CCR6 PathHunter beta-arrestin, luminescence, CCL20-stimulated | 340,000 compounds, 0.49% hits | inhibition, % at 20 µM;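 active means compounds whose inhibition of the agonist-driven luminescence signal at 20 µM reaches about 50%, limit read from the data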;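 further: cells stimulated with CCL20 at 14 nM final; plate controls were DMSO with CCL20 for no effect and DMSO without agonist for full effect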
Target sequence (P51684 whole entry, looked up): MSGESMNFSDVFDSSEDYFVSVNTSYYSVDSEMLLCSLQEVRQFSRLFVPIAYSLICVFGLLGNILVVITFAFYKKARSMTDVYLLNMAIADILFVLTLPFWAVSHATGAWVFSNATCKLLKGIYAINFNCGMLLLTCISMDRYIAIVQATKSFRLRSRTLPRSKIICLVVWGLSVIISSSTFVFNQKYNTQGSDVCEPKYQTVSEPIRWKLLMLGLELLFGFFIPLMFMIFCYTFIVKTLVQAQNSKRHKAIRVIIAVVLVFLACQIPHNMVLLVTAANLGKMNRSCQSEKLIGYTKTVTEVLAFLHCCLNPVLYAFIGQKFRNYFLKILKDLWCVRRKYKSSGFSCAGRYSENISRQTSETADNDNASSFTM
EBI2 antag: antagonists of human EBI2 receptor. P32249. EBI2 beta-arrestin recruitment, luminescence, 7a,25-OHC stimulated. inhibition, % at 5 µM. 360,000 compounds, 0.81% hits. AID 651636; in the data active means inhibition above about 38%;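 further: enzyme fragment complementation signal reports receptor beta-arrestin coupling in cells; 0% = agonist plus DMSO wells and 100% = wells without agonist; some results beyond the cut were filed as inactive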
Gli-Sufu antag: Gli-Sufu pathway antagonism | Sufu-KO-LIGHT fibroblasts, Gli luciferase reporter luminescence | inhibition, % at 5 µM | 340,000 compounds, 0.74% hits;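 active means inhibition above about 55%, limit read from the data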;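 further: 0% = DMSO-treated cells and 100% = wells with medium but no cells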
APJ antag: APJ receptor antagonism. CHO-K1 APJ beta-arrestin complementation, luminescence. inhibition, % at 20 µM. 330,000 compounds, 0.32% hits;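 active means inhibition above about 40% at 20 µM, limit read from the data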;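 further: cells challenged with 10 nM apelin-13 agonist together with compound; plate controls were apelin-13 plus DMSO wells for no effect and DMSO wells lacking apelin-13 for full effect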
UBC13 polyUb: human UBC13 polyubiquitination inhibition; P61088; UBC13 polyubiquitin chain formation, TR-FRET; inhibition, % at 20 µM; 330,000 compounds, 0.47% hits; AID 485273; in the data active means inhibition above about 45%, passing the limit was not always enough
Target sequence (P61088 whole entry, looked up): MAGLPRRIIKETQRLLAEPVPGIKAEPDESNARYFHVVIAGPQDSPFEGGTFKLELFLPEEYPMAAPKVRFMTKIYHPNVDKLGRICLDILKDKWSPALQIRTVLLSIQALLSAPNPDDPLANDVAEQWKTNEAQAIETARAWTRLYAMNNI
APJ ag: activates the human apelin receptor APJ. P35414. CHO-K1 APJ PathHunter beta-arrestin, luminescence; 0% DMSO wells, 100% apelin. activation, % at 20 µM. 330,000 compounds, 0.11% hits. AID 2520;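 active means activation more than six SD over the plate average, tested at 20 µM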;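 further: 0% = DMSO alone and 100% = apelin-13 at 10 nM; some results filed as inactive read as strong as hits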
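Test system – PathHunter CHO-K1 APJ (AGTRL-1) beta-arrestin reporter cells · Input – 1000 cells/well · Compound – single test compound dose, 20 µM final, 1% DMSO · Times – compound stimulation 90 min at 25 °C, detection 60 min · Technique – beta-gal luminescence · Read-out basis – APJ–arrestin association signal · Control set – negative DMSO alone, positive Apelin-13 at 10 nM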
CXCR6 inh: inhibitors of human CXCR6 receptor. O00574. 360,000 compounds, 0.36% hits. CHO-K1 PathHunter CXCR6 beta-arrestin, luminescence. inhibition, % at 20 µM; in the data active means inhibition above about 34%, passing the limit was not always enough;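 further: antagonist mode with CXCL16 agonist at 10 nM final; 0% = 10 nM CXCL16 with DMSO and 100% = unstimulated wells without agonist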
ATG4B inhibitor: blocks human ATG4B protease cleavage of LC3 substrate | Q9Y4P1 | ATG4B cleavage of LC3-PLA2, NBD-HPC fluorescence, 1 h | inhibition, % at 8.33 µM | 340,000 compounds, 0.51% hits | AID 504462; in the data active means inhibition above about 40%
Target sequence (Q9Y4P1 whole entry, looked up): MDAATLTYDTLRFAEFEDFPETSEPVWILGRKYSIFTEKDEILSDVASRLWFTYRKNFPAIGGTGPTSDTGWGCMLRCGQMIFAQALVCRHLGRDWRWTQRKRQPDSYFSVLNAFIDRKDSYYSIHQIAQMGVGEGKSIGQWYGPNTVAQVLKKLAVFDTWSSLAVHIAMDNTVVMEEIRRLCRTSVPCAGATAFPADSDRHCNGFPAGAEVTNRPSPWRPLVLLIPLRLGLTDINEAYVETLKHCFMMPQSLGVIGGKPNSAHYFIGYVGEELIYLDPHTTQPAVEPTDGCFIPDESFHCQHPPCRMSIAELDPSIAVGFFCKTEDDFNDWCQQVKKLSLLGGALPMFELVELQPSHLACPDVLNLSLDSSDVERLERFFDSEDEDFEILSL
* hit, by the source's call; . = no result given.

Values in the order: CCR6 antag	EBI2 antag	Gli-Sufu antag	APJ antag	UBC13 polyUb	APJ ag	CXCR6 inh	ATG4B inhibitor
- OC1(CN2CCOCC2)C2CN3CCN(C2)CC1(c1ccccc1)C3 (centres undefined)
  7	-2	20	5	-8	0	-1	2
- Cn1cccc1CC(=O)N/N=C/c1cccc2ccccc12
  14	2	-19	-8	-14	0	-1	-11
- COc1ccc(NC(=O)CCC(=O)N2CCCC2)c([N+](=O)[O-])c1
  -6	-15	0	-2	-4	-1	-9	-4
- COc1ccc(CC(=O)Nc2cccc(/C(C)=N/NC(=O)c3cccc([N+](=O)[O-])c3)c2)cc1
  1	-6	-1	-13	6	10	2	-3
- O=C(Cn1cnnn1)NC1CCCN(Cc2ccccc2F)C1 (centres undefined)
  10	-20	-13	12	4	3	-4	-4
- COCCn1c(CN2CCN(c3ccc(OC)cc3)CC2)nc2c1c(=O)n(C)c(=O)n2C
  -2	-6	8	-8	-2	1	1	-1
- O=C(Cn1cnc2c(nnn2Cc2ccc(F)cc2)c1=O)NCC1CCCO1 (centres undefined)
  14	-10	-4	18	6	1	1	-4
- Cc1cccc(Cc2c(C)nc3c(C(=O)NCc4ccco4)cnn3c2C)c1
  22	9	4	6	29	-4	1	0
- COCCNc1nc(-c2cc(-c3ccccc3)on2)cc(C(C)C)n1
  13	20	7	3	25	0	-1	8
- Cc1ccc(NC(=O)C2=C(O)c3sccc3N(C)S2(=O)=O)cc1
  -18	-3	1	-38	-5	-3	-10	0
- Cc1ccc(-c2cc(C(F)(F)F)n3ncc(C(=O)N4CCN(C)CC4)c3n2)cc1
  5	3	15	16	6	-5	4	-6
- O=C1C=C(c2ccc(F)nc2)CCC1
  5	-5	-2	-10	2	-4	-3	1
- CCN1c2ccccc2NC2C1C(C(C)=O)C(=O)N2c1ccc(Cl)cc1 (centres undefined)
  12	13	7	-12	-28	3	2	-17
- NC(=O)c1cc(S(=O)(=O)Nc2cccc(F)c2)co1
  18	-6	-1	-48	4	-5	11	-3
- CCN(c1ccccc1)c1cc2ccccc2c(=O)[nH]1
  12	-7	10	-22	-26	2	-19	-6
- COc1ccc(C(=O)c2coc3ccc(O)c(CN4CCCC4)c23)cc1
  2	-3	3	1	12	-1	10	-8
- COc1ccc(CC(=O)Nc2nc(-c3ccccc3)c(C(C)=O)s2)cc1OC
  39	4	18	16	0	0	6	-1
- Cc1ccccc1COC(=O)c1cc([N+](=O)[O-])ccc1N1CCOCC1
  20	23	-16	7	-4	-4	7	1
- Cc1cc(Cl)ccc1NC(=S)NCC(O)c1ccccc1 (centres undefined)
  8	-4	-18	-2	-8	-1	9	3
- COC(=O)c1cccc(NC(=O)Cn2nnc3ccccc32)c1
  2	-4	-4	1	-3	0	-5	-12
- O=C(NCCc1ccccc1)Oc1ccc(Cl)cc1
  2	-9	-3	-12	2	-1	-6	-9
- COC(=O)c1ccc2c(=O)n(CCN3CCOCC3)c(SCC(=O)c3ccccc3)nc2c1
  8	4	4	2	4	-3	4	-2
- Cc1cnn(-c2ccc3nnc(-c4ccc(Br)cc4)n3n2)c1
  -5	4	5	6	34	-4	0	3
- CCCC(C(=O)NC1CCCCC1)N(CC1CCCO1)C(=O)CNS(=O)(=O)c1ccc(F)cc1 (centres undefined)
  -11	-1	-2	21	-9	-3	-4	-2
- CC(Oc1cccc(Cl)c1)C(=O)Nc1ccccc1N1CCCC1 (centres undefined)
  28	12	5	19	-1	-6	6	23
- Cc1ccc(NC(=O)c2ccco2)c([N+](=O)[O-])c1
  -18	-15	-30	-17	0	-2	-13	-2
- O=C(Nc1nc(-c2ccccc2)c(C(=O)c2ccccc2)s1)c1ccc(S(=O)(=O)N2CCCC2)cc1
  20	14	3	16	-7	0	7	-5
- CCc1ccccc1OCC(=O)Nc1cc(S(=O)(=O)N(CC)CC)ccc1N1CCOCC1
  14	15	0	15	-1	-3	4	54*
- COc1ccc(NC(=O)C2CC(=O)N(CCc3ccc(F)cc3)C2)c(OC)c1 (centres undefined)
  9	12	-5	0	3	-4	-3	-7
- CCN(CC)CCN1C(=O)c2oc3ccccc3c(=O)c2C1c1ccc(F)cc1 (centres undefined)
  1	-5	0	3	1	-2	4	-7
- CCc1c(C)c2ccc(OC3CCCCC3=O)cc2oc1=O (centres undefined)
  3	-20	-28	15	8	-2	8	2
- O=C(COc1ccc(Cl)cc1)NNC(=O)c1ccc(=O)[nH]c1
  2	4	-3	13	8	1	0	7
- CC(C)C(NS(=O)(=O)c1cccs1)C(=O)Nc1nc(C(C)(C)C)cs1 (centres undefined)
  -4	5	0	-7	-4	-4	4	-6
- C=CCn1c(SCc2ccc(F)cc2)nc2c1c(=O)[nH]c(=O)n2C
  1	-7	14	2	0	-4	10	8
- CN(C)c1nc(-c2ccccc2)cc(C(F)(F)F)c1C#N
  18	2	3	-20	-2	-4	-1	7
- O=C(NCCCCCCNC(=O)c1ccc(Br)s1)c1ccc(Br)s1
  1	23	-21	-1	-10	-4	7	-5
- NS(=O)(=O)c1ccc(NC(=S)NC(=O)c2ccc(Br)o2)cc1
  30	-7	0	15	0	-3	15	9
- CCOc1ccccc1Nc1nc(-c2sc(C)nc2C)cs1
  2	10	-8	-2	-3	1	-11	-11
- C/C(=N\Nc1ccc(Cl)cc1)c1ccncc1
  7	18	-26	-12	-6	-4	0	6
- Nc1ccc2c(c1)C(=NO)c1ccccc1-2
  22	-5	-28	.	.	.	14	-8
- CCC(C)(C)n1nnnc1C(c1ccc2ncccc2c1)N1CCN(c2nc3ccccc3s2)CC1 (centres undefined)
  19	22	35	-2	-6	-3	12	-7
- COCCN(C(=O)CCl)C(C(=O)NC1CCCCC1)c1ccccc1C (centres undefined)
  1	-24	32	4	9	3	6	2
- Cc1cnc(C)c(N2CCN(Cc3nc(-c4ccc(C)o4)oc3C)CC2)n1
  18	1	2	2	0	-3	-8	1
- COC(=O)C1=C(C)NC(C)=C(C(=O)OC)C1c1ccco1
  7	-16	6	15	0	4	-5	-2
- CC(CCc1ccccc1)NC(=O)CN(C)Cc1ccccc1F (centres undefined)
  6	7	7	-16	-16	-1	8	-8
- S=c1[nH]c(-c2ccccc2)cn1/N=C/c1ccc(Br)cc1
  1	2	-16	-49	10	1	-7	10
- Cc1cc(C)nc(-n2ncc3c2CC(c2ccccc2C)CC3=O)n1 (centres undefined)
  10	13	4	13	7	1	-4	-7
- CCOc1ccc(NC(=O)CN2CCc3ccccc3C2)cc1
  -9	2	-33	-24	1	0	11	3
- O=[N+]([O-])c1cccc(-c2nnc3n2CCCCC3)c1
  -12	-9	-4	-13	3	5	0	-2
- Cc1ccc(CCCOC(=O)CN2CCCCC2)cc1
  13	-5	-4	0	-3	-2	-10	-2
- CCC1(C(=O)OC)NC(c2ccccc2OC)C2C(=O)N(C)C(=O)C21 (centres undefined)
  0	-3	0	-5	-5	-3	0	-16
- CN(CCc1ccccn1)C(=O)Nc1ccc(Cl)cc1
  3	-2	-13	-13	-15	-1	1	-8
- O=C(Cc1c(F)cccc1Cl)Nc1cc(S(=O)(=O)N2CCOCC2)ccc1N1CCCC1
  5	-8	-6	1	-8	-1	4	-2
- Cn1c(CCC(=O)Nc2cc(S(C)(=O)=O)ccc2Cl)nc2cc(S(=O)(=O)N3CCOCC3)ccc21
  0	-4	1	7	-3	1	-6	-12
- CCc1nn2c(NCCCO)cc(C)nc2c1-c1ccc(F)cc1
  4	14	-1	-13	2	-3	6	2
- Cc1ccc(/C=N/NC(=O)c2cc(C3CC3)nc3ccccc23)o1
  -1	-8	-6	-4	2	-1	1	-9
- COc1ccc(N2CCN(CC(=O)Nc3ccccc3SC)CC2)cc1
  -9	7	3	10	7	-5	5	-3
- Cc1cccc(C(=O)N/N=C/c2ccccn2)c1
  24	0	-56	6	-19	-4	14	-3
- Nc1ccc2c(c1)C(=O)c1ccc(N)cc1-2
  14	-3	-31	.	.	.	-1	-12
- O=C(NNC(=S)NC(=O)c1ccccc1[N+](=O)[O-])c1ccc(Cl)cc1Cl
  13	7	-9	23	7	-6	6	-4

Only CCR6 antag, EBI2 antag and APJ ag (2 entries from above):
Molecule | CCR6 antag | EBI2 antag | APJ ag
C=CCn1c(SCc2ccc(F)cc2)nc2c1c(=O)[nH]c(=O)n2C | 1 | -7 | -4
CN(C)c1nc(-c2ccccc2)cc(C(F)(F)F)c1C#N | 18 | 2 | -4

Later entries.
Values in the order: CCR6 antag	EBI2 antag	Gli-Sufu antag	APJ antag	UBC13 polyUb	APJ ag	CXCR6 inh	ATG4B inhibitor
- CCCC(O)(CCC)C(=O)NN(C(=O)CCl)c1cccc(C)c1
  -2	10	0	15	5	-4	5	2
- N#C/C(=C/c1cn[nH]c1-c1ccc(Br)cc1)C(=O)O
  5	-5	2	0	13	-1	-2	-11
- O=C(c1cccc(NS(=O)(=O)c2cccc([N+](=O)[O-])c2)c1)N1CCOCC1
  -5	-5	5	1	6	0	-7	6
- COc1ccccc1C(=O)COC(=O)c1cccc(-n2cnnn2)c1
  12	6	-5	-7	15	-1	-3	-4
- CC(c1ccccc1)c1nnc(NC(=O)Nc2ccccc2)s1 (centres undefined)
  -17	1	-9	9	7	-3	-9	2
- Cc1cc(C)c2nc(SCc3ccc([N+](=O)[O-])cc3)nc(C)c2c1
  6	8	4	5	2	-4	-8	4
- CCOc1cnc(-c2ccc(OC)cc2)o1
  -9	3	-62	-22	0	0	6	-5
- COc1ccc(C)cc1N(C(=O)c1ccc(F)cc1)c1nc2ccccc2s1
  25	20	3	-17	2	-1	8	7
- COc1ccccc1N1CCSC1C(N)=O (centres undefined)
  7	-5	-4	14	6	-2	-3	-6
- C=CCn1c(COc2ccc(Cl)cc2)nnc1SCC(=O)N1CC(=O)Nc2ccccc21
  16	3	4	-6	1	-3	2	-18
- CCOC(=O)C(=NC1CCS(=O)(=O)C1)NNc1ccc(Br)cc1 (centres undefined)
  14	13	4	-29	-1	0	-8	-1
- Cc1ccc(C)c(C(=O)CCC(=O)NCc2ccc(Cl)cc2)c1
  13	16	-10	8	-7	0	6	-4
- COc1ccc(CCNC(=O)/C(C#N)=C2\N=C(NC(=O)c3cccs3)c3ccccc32)cc1
  24	-1	-6	2	-34	0	-2	-3
- Cc1nn(-c2ccccc2)c2sc(C(=O)NNC(=O)COc3ccccc3)cc12
  2	21	-35	-13	6	-1	-6	-14
- Cc1ccc(C)c(NC(=O)CCc2nnc3ccc(NCc4ccco4)nn23)c1
  -6	5	-8	12	-5	-1	1	-6
- O=S(c1ccccc1O)S(=O)c1ccccc1O (centres undefined)
  6	2	2	.	.	.	1	16
- O=C(N/N=C/c1cn(-c2cccs2)nc1-c1ccccc1)c1ccc(O)cc1
  -13	11	-20	-1	-17	1	2	-21
- CCc1cc(CNC(=O)CC2C(=O)NCCN2Cc2ccc(-c3ccccc3)cc2)on1 (centres undefined)
  3	4	0	15	6	0	0	-8
- COCCCN1CN(Cc2ccco2)CNC1=S
  -4	-6	2	4	3	-1	-8	2
- Cc1cc(C)nc(Nc2cccc(Cl)c2)n1
  8	9	-12	-14	1	3	-13	-2
- COc1ccccc1CC(=O)Nc1ccc(S(=O)(=O)N2CC(C)CC(C)C2)cc1 (centres undefined)
  -4	-12	2	-14	-6	0	5	1
- CN(C)c1ccc(C=C2C=Cc3ccccc32)cc1
  7	8	-81	.	.	.	3	8
- Cc1cc(Cl)c2oc(C(=O)N(C)C(C)c3ccccn3)c(C)c2c1 (centres undefined)
  14	4	-3	14	0	-4	3	3
- N#CCC(=N)N1CCN(c2cccc(Cl)c2)CC1
  25	-4	1	-13	-5	0	0	9
